GPR151 activ: activates the human receptor GPR151 | Q8TDV0 | PathHunter beta-arrestin GPR151 cells, luminescence | activation, % at 11.2 µM | 650,000 compounds, 1% hits | AID 1508602; in the data active = activation above about 4.9%;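 also: 0% = median of compound wells and 100% = cells with positive control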
Target sequence (Q8TDV0 whole entry, looked up): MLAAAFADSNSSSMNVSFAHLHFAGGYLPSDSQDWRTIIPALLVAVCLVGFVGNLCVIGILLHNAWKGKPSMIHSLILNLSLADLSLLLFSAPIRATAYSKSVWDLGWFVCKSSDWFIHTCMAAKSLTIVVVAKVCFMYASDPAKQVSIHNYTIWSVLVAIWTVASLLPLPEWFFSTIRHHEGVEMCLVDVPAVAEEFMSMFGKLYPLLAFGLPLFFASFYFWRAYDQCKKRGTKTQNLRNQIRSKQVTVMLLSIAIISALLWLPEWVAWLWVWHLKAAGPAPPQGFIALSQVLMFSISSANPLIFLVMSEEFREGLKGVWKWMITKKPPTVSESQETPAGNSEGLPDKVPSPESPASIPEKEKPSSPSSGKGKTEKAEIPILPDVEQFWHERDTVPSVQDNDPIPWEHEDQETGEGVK
TEAD-YAP block: TEAD-YAP interaction inhibition; HEK-TIYL cells, TEAD-Gal4/YAP UAS-luciferase luminescence; inhibition, % at 9.12 µM; 640,000 compounds, 1.4% hits; AID 1259422; in the data active = inhibition above about 32%;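 also: 0% = median of test compound wells and 100% = reference inhibitor wells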
FBW7 act: activators of human E3 ligase FBW7 | Q969H0 | AlphaScreen FBW7–phospho-cyclin E peptide binding, activator screen | normalized activity (activation), % at 26.1 µM | 650,000 compounds, 0.13% hits; in the data active = normalized activity above about 1.9%;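 also: purified mutant Fbw7 with reduced substrate affinity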
MITF inh: human MITF inhibition, primary screen; AlphaScreen MITF homodimerization, bead proximity signal; inhibition, % at 2.6 µM; 650,000 compounds, 0.91% hits; in the data active = inhibition above about 50%;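 also: 0% = vehicle wells with protein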
Target sequence (O75030 whole entry, looked up): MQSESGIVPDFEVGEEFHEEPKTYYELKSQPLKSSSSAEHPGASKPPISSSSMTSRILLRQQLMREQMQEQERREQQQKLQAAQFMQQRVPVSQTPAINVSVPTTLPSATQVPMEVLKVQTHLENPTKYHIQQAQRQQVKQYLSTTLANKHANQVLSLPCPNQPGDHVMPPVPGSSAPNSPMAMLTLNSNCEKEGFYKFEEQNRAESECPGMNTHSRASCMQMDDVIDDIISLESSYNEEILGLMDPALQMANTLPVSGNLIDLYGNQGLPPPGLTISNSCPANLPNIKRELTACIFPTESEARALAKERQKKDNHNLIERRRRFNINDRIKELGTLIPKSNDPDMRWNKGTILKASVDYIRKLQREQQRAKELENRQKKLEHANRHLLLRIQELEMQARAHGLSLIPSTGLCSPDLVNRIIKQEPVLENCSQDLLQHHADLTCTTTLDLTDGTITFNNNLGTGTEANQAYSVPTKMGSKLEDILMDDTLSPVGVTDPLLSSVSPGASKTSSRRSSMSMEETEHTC
* marks the source's active call; other numbers are inactive results.

SMILES	GPR151 activ	TEAD-YAP block	FBW7 act	MITF inh
N#CCSCC(=O)Nc1ccc(Cl)cc1	-1.0	2.2	-0.1	10.0
O=C(Nc1ccc(F)c([N+](=O)[O-])c1)c1oc(=O)c2ccccc2c1-c1ccccc1	0.3	1.6	0.4	15.7
O=C1c2cc([N+](=O)[O-])cc3cc([N+](=O)[O-])cc(c23)C(=O)N1CCO	0.1	-5.7	-0.8	-11.8
COc1cc(Nc2nc(-c3csc4ccccc34)nc3nc[nH]c23)cc(OC)c1OC	-0.8	11.4	-0.2	5.3
CC(=O)c1ccc(NC(=O)CSc2ccc(-c3ccccn3)nn2)cc1	1.0	-8.6	-1.7	49.6
Fc1ccccc1OCCn1c(SCc2nc3ccccc3[nH]2)nc2ccccc21	-1.5	-2.7	-0.3	5.1
CC(C)NC(=O)Cn1cc(C(=O)C(C)C)c2ccccc21	2.7	4.5	0.0	5.8
CCSCCOC(=O)C1=C(C)NC2=C(C(=O)CC(c3cccs3)C2)C1c1cccc(O)c1 (centres undefined)	-0.5	11.6	0.1	-9.1
Cc1ccccc1N1C(=O)c2ccc(C(=O)Nc3ccc([N+](=O)[O-])cc3)cc2C1=O	-1.0	0.7	0.0	-1.2
O=C(NCC1CCCO1)c1n[nH]c(=O)c2ccccc12 (centres undefined)	0.8	3.0	0.0	2.9
O=C(O)CCN1C(=O)c2ccc(NC(=O)CSc3ccc(Cl)cc3)cc2C1=O	-0.5	11.1	-0.2	4.2
Cc1cc(=O)[nH]c(SCC(=O)Nc2ccccc2C(C)C)n1	-0.9	-0.8	0.1	1.1
O=c1[nH]c(N2CCOCC2)nc2c1CCN(Cc1ccnc(N3CCCC3)n1)C2	3.3	4.2	-0.1	7.5
CCCc1nnc2n1N=C(c1ccc(C)cc1)CS2	0.8	-0.4	0.0	3.9
Cc1[nH]c2ccc(Cl)cc2c(=O)c1CN(C)Cc1ccccc1	-0.8	6.2	0.0	-6.5
CC(C)NCC(O)COc1ccccc1Cl (centres undefined)	-0.5	-0.5	0.2	13.9
O=C(N/C(=C\c1ccc(-c2ccccc2Cl)o1)C(=O)N1CCCCC1)c1ccccc1	2.7	-2.4	0.0	-10.1
CC1(c2ccccc2Br)NC(=O)N(CC(=O)Nc2cccc(Cl)c2)C1=O (centres undefined)	-1.0	-3.9	-0.1	-7.8
Cc1[nH]c(=O)[nH]c1C(=O)CCCCC(=O)O	1.0	8.3	-0.4	120.8*
Cc1cccc(S(=O)(=O)NCC(O)c2ccc(C)o2)c1 (centres undefined)	-1.3	6.8	-0.2	-4.1
CCOC(=O)C1CCN(c2nc(C)nc3sc4c(c23)CCCC4)CC1	0.7	7.2	0.0	6.8
CC1CN(Cc2c(O)ccc3c(=O)c(-c4cccc5ccccc45)c(C(F)(F)F)oc23)CC(C)O1 (centres undefined)	2.3	-6.5	-0.3	3.3
CCOc1ccc(CCNC(=O)Cn2cnc3c(oc4ccccc43)c2=O)cc1OCC	1.2	-2.6	0.9	17.8
CCN(CC)C(=O)c1c(NC(=O)c2ccco2)sc2c1CCCC2	4.7	6.4	-0.2	-14.1
CN(C)CCCNc1nc(-c2ccccc2)c2c(c1C#N)CC(C)(C)OC2	-0.6	-8.0	-0.2	-10.9
Cc1nn(-c2ccc(F)cc2)c(Cl)c1C(=O)O	-0.2	-5.1	0.5	19.5
CCN1C(=O)c2cccc3cc(Br)cc(c23)C1=O	-0.8	-0.3	0.0	-7.9
CCOC(=O)c1sc2nc(SCc3ccccc3Cl)n(Cc3ccc4c(c3)OCO4)c(=O)c2c1C	-1.8	13.7	0.1	9.8
Cc1cc(C)n(-c2ccc(C(=O)OCC(=O)C(C)(C)C)cc2)n1	1.3	-3.1	0.0	13.9
CC1c2cccn2CCN1S(=O)(=O)c1cc(Cl)ccc1Cl (centres undefined)	-1.5	-6.0	-0.1	15.4
COc1ccc(N(C)C(=O)Cn2ncc3c(=O)oc4ccccc4c32)cc1	-0.3	8.2	0.5	17.3
COc1ccc(Cc2nc3c4cnn(-c5ccc(Cl)cc5)c4ncn3n2)cc1OC	0.2	7.6	1.0	9.9
CCN1CCN(Cc2cc(OC)c(O)c([N+](=O)[O-])c2)CC1	4.1	1.0	-0.1	5.3
C=CCn1c(=O)/c(=C\C=C2\C=CN(CC)c3ccccc32)s/c1=C\c1sc(-c2ccccc2)c(-c2ccccc2)[n+]1CC	-0.2	1.7	-0.1	-45.4
C/C(CC(=O)NC(C)(C)C)=N\NC(=O)c1ccc2ccccc2c1O	1.0	11.6	0.2	3.4
CCCC(=O)NC(c1ccccc1OC)c1cc([N+](=O)[O-])c2cccnc2c1O (centres undefined)	-0.8	20.6	-0.4	56.2*
CCCOc1ccc(/C=C2\C(=O)N(CCCOC)C(C)=C2C(=O)OC)cc1OCC	0.4	2.6	0.1	-1.7
Cc1ccccc1NC(=O)CCC(=O)N/N=C/c1ccc(Br)cc1	-0.9	3.6	0.0	8.5
C/C=N/NC(=O)c1cccc(C(=O)N/N=C/C)c1	-0.2	4.0	0.1	0.3
CCOC(=O)N1CC=C2C(C#N)=C(N)C(C#N)(C#N)C(c3cccs3)C2C1 (centres undefined)	-0.5	3.3	-0.1	3.3
O=C1C(=O)N(CCCN2CCOCC2)C(c2ccc(F)cc2)/C1=C(\O)c1ccccc1 (centres undefined)	2.1	-1.7	-0.1	-11.3
C=CCn1c(SCC(=O)Nc2sc3c(c2C(N)=O)CCC3)nnc1C1CCCCC1	-1.6	1.4	-0.2	-9.6
COCCNC(=O)Cn1nc(C)n2cccc2c1=O	0.4	2.3	-0.1	-10.9
Nc1ncc(N=Nc2cc(C(=O)O)ccc2Cl)s1	-2.0	2.7	-0.5	9.2
Cc1ccc(-c2nnc(Nc3ccc(F)cc3)c3ccccc23)cc1S(=O)(=O)N1CCCCC1	0.2	-9.9	-0.1	8.8
Cn1ncc2c(NCc3ccncc3)ncnc21	1.1	-5.0	0.1	9.9
Cc1ccc(Cl)c(NC(=O)N2CCCN(Cc3nc4ccccc4[nH]3)CC2)c1	1.1	3.3	-0.1	3.5
COc1ccccc1OCC(=O)NCCS(=O)(=O)N1CCN(c2ncccn2)CC1	-1.3	4.8	-0.1	-25.5

4 successive entries already listed, quoted:
SMILES	GPR151 activ	TEAD-YAP block	FBW7 act	MITF inh
C=CCn1c(SCC(=O)Nc2sc3c(c2C(N)=O)CCC3)nnc1C1CCCCC1	-1.6	1.4	-0.2	-9.6
COCCNC(=O)Cn1nc(C)n2cccc2c1=O	0.4	2.3	-0.1	-10.9
Nc1ncc(N=Nc2cc(C(=O)O)ccc2Cl)s1	-2.0	2.7	-0.5	9.2
Cc1ccc(-c2nnc(Nc3ccc(F)cc3)c3ccccc23)cc1S(=O)(=O)N1CCCCC1	0.2	-9.9	-0.1	8.8

Part of the list above, limited to MITF inh.
| smiles | MITF inh |
| --- | --- |
| C/C=N/NC(=O)c1cccc(C(=O)N/N=C/C)c1 | 0.3 |
| CCOC(=O)N1CC=C2C(C#N)=C(N)C(C#N)(C#N)C(c3cccs3)C2C1 (centres undefined) | 3.3 |

Carrying on:
SMILES	GPR151 activ	TEAD-YAP block	FBW7 act	MITF inh
O=C1C2C3C=CC(C3)C2C(=O)N1c1ccc(N2C(=O)C3C4CCC(C4)C3C2=O)cc1 (centres undefined)	-1.1	1.2	-0.1	2.3
CC(C)N1CCc2c(sc(NC(=S)NC(=O)c3ccccc3)c2C#N)C1	-2.1	-7.8	-0.2	5.0
CCn1c(COc2ccc(C(C)C)cc2)nnc1SCC(=O)Nc1nccs1	2.0	9.4	-0.1	8.8
N#CC(=C1CCC(c2ccccc2)CC1)c1nc(-c2cc3ccccc3oc2=O)cs1 (centres undefined)	0.9	-6.5	0.0	-2.4
COC(=O)C1=C(C)NC2=C(C(=O)CC(c3ccc(F)cc3)C2)C1c1ccco1 (centres undefined)	3.3	12.8	0.0	21.1
C/C(=N\NC(=O)c1ccc(CSc2nc(C)cc(C)n2)cc1)c1ccc2c(c1)OCCO2	-1.5	2.2	-0.2	5.1
Cc1ccc(OCC(=O)O/N=C(\N)c2cccc([N+](=O)[O-])c2)cc1C	0.6	7.3	0.0	8.2
CCOC(=O)c1sc(/N=C/c2c(C)[nH]n(-c3ccc(C)cc3)c2=O)c(C#N)c1C	0.9	2.6	-0.2	4.7
CS(=O)(=O)c1ccc(SCC(=O)OCc2ccccc2)c([N+](=O)[O-])c1	1.0	-4.2	0.2	-4.2
COC(=O)c1cc(NC2c3ccccc3C(=O)N2c2cccnc2)cc(C(=O)OC)c1 (centres undefined)	-0.4	2.4	0.7	9.9
O/N=C/c1cn(CC(O)COc2cccc3cccnc23)c2ccccc12 (centres undefined)	0.4	-2.1	0.0	1.1
CC(C)c1ccc(NC(=O)C2C3C=CC4(O3)C2C(=O)N(Cc2ccc3c(c2)OCO3)C4C(=O)NC2CCCC(C)C2C)cc1 (centres undefined)	-1.4	2.9	0.4	11.2
Cc1cc(C(=O)Nc2ccc(S(=O)(=O)NC(C)(C)C)cc2)ccc1[N+](=O)[O-]	0.0	6.4	0.4	39.4
Cc1ccc(Br)cc1S(=O)(=O)N1CCOCC1	-0.5	-20.9	0.0	5.8
CC(=O)N1CCc2cc(C(O)CN3CCN(c4cccc(C)c4C)CC3)ccc21 (centres undefined)	-2.3	-2.5	-0.1	1.7
CC(=O)Nc1ccc(NC(=O)C2CCCN2C(=O)Nc2ccc(F)c([N+](=O)[O-])c2)cc1 (centres undefined)	-0.3	-8.3	0.2	23.5
O=[N+]([O-])c1cccc(S(=O)(=O)NCCOc2ccccc2)c1	-2.0	8.0	0.5	10.4
COc1ccccc1-c1nc(C2CCCN(C(=O)CC(C)CC(=O)O)C2)n2ccccc12 (centres undefined)	-0.4	9.8	-0.5	-10.1
Cc1ccccc1NC(=O)CC(=O)c1ccccc1	0.5	-20.3	0.1	11.5
O=C(NNC(=O)c1ccccc1O)c1ccco1	1.6	-35.9	0.1	4.4
CC(C)(C)C(=O)CN1CCN(CC(=O)Nc2ccccc2F)CC1	0.4	0.2	-0.1	-2.0
Cc1nc2ccccc2c(=O)n1N	-1.8	10.8	0.2	10.3
CC(=O)N1CCC(Cn2nc(-c3ccccc3)ccc2=O)CC1	-0.5	4.8	0.1	-10.0
Cc1ccc(NC(=O)c2nn(C)cc2Br)cc1C	-3.3	-43.9	0.1	21.4
CCOc1ccc(C)cc1S(=O)(=O)NC1CCCCCC1	0.2	5.7	0.6	-9.8
CC(=O)OC(OC(C)=O)c1ccc([N+](=O)[O-])cc1	1.9	8.2	0.0	10.5
CCSc1nc2sccn2c(=O)c1C(=O)N1CCOCC1	-0.3	4.7	0.4	9.6
CC(Nc1cc(N2CCN(C(=O)c3ccccc3Br)CC2)ccc1[N+](=O)[O-])c1ccccc1 (centres undefined)	2.1	-15.4	-0.2	9.3
Cn1c(Nc2nc(Nc3ccc(N4CCOCC4)cc3)c3ncn(Cc4ccc(C(F)(F)F)cc4)c3n2)nc2ccccc21	-0.7	6.4	-0.1	-8.3
CCOC(=O)c1cc(-c2ccccn2)nc2c1c(=O)[nH]c(=O)n2C	-0.8	-11.1	-0.1	-2.2
O=C(N/N=C\c1ccc(Cl)cc1)c1ccccn1	-3.8	-13.7	-0.2	1.8
COc1ccc(-c2cc(=O)n(C(C)C(=O)c3ccc(C)cc3)cn2)cc1 (centres undefined)	2.9	5.2	0.0	-0.1
O=C(O)c1ccc(CS(=O)Cc2ccccc2Cl)o1 (centres undefined)	0.6	1.3	0.1	5.5
Cc1ccn(-c2ccc(N3CCN(C(=O)c4ccccc4F)CC3)nn2)n1	1.0	5.5	0.0	-3.5
CCc1ccc(-c2nc(CN3CCC(C(=O)NCc4cccnc4)CC3)c(C)o2)cc1	0.0	2.6	-0.4	9.8
CCCC(=O)Nc1ccc(Oc2ccc3c(c2)C(=O)NC3=O)cc1	-1.4	-6.1	0.0	15.5
COc1cc(C(=O)NCCc2ccccc2)nc(OC)n1	-0.7	-25.4	0.0	-4.8
CCOC(=O)C1=C(C)N=c2s/c(=C/c3cccs3)c(=O)n2C1c1cccs1 (centres undefined)	-1.3	-10.4	0.0	-8.1
Nc1ccc2nc(SCC(=O)N3c4ccccc4CCc4ccccc43)sc2c1	0.5	-5.8	0.8	18.5
COc1ccc(NC(=O)Cc2c(C(=O)O)n(C)c3ccccc23)cc1OC	0.8	4.5	-0.1	-2.8
Nc1nc(SCC(=O)Nc2ccccc2C(=O)Nc2ccccc2)n[nH]1	0.5	-7.6	0.0	3.5
CCc1c(C)sc(NC(=O)c2cc3ccccc3oc2=O)c1C(=O)N1CCCCC1	0.4	10.4	0.1	9.3
Cc1cccc(CNC(=O)C(=O)NCc2ccoc2)c1	0.8	6.6	0.0	3.1
COc1ccc(C2=N/C(=C/c3ccccc3)C(=O)O2)cc1Br	-0.4	-3.1	0.1	-0.9

Full records from above. Order of screens: GPR151 activ | TEAD-YAP block | FBW7 act | MITF inh
Results for `Cn1c(Nc2nc(Nc3ccc(N4CCOCC4)cc3)c3ncn(Cc4ccc(C(F)(F)F)cc4)c3n2)nc2ccccc21` → -0.7 | 6.4 | -0.1 | -8.3
Results for `CCCOc1ccc(/C=C2\C(=O)N(CCCOC)C(C)=C2C(=O)OC)cc1OCC` → 0.4 | 2.6 | 0.1 | -1.7
Results for `CC(C)NCC(O)COc1ccccc1Cl` (centres undefined) → -0.5 | -0.5 | 0.2 | 13.9
